# Assay outcomes deposited in PubChem by Broad Institute.
# ARNT-TACC3 inh = disruptors of human ARNT/TACC3 interaction | AlphaScreen His-ARNT PAS-B/GST-TACC3 binding, luminescence; TACC3 fragment carries E629A point mutation | inhibition, % at 9.99 µM | hit rate 0.66% among 390,000 | AID 623870;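 active means mean inhibition of replicates at least 50% and at least half of replicates each reaching 50%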;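 further: 0% = complete ARNT plus TACC3 wells and 100% = ARNT alone without TACC3; many hits fall short of the cut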
# ERAP1 HTS inh = ERAP1 (human) enzyme inhibition | inhibition, % at 10.7 µM | hit rate 0.15% among 340,000 | Q9NZ08 | recombinant ERAP1, Leu-AMC fluorescence, 60 min;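 active means mean replicate inhibition of at least 30%, or all replicates individually reaching that 30% level; inactive means mean below 30% and not every replicate reaching it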;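 further: 0% = neutral control wells and 100% = L-leucinethiol positive control wells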
# INS-1E GSIS act = GLuc luminescence reporter in INS-1E cells, primary screen for activators of glucose-dependent secretion of insulin | activation, % at 16.6 µM | INS-1E GLuc reporter insulin secretion, 2-3 h | AID 743287 | hit rate 0.61% among 370,000;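 active means lowest replicate activation of at least 40%, so every replicate reaches that level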;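 further: 0% = median of neutral control wells and 100% = median of IBMX positive control wells; some compounds called inactive have numbers as strong as hits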
# RAD54 inh = blocks human RAD54 Holliday junction branch migration | inhibition, % at 10.4 µM | AID 602329 | hit rate 0.14% among 360,000 | FAM/BHQ fluorescence | Q92698;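 active means mean normalized replicate activity at least 40 and at least half of replicates scoring 40 or more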;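 further: 0% = median of neutral control wells and 100% = median of positive control wells; inhibitors cause a drop in the FAM fluorescence signal; in these data hits start at about 50%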
# esBAF inh = blocks esBAF chromatin remodeling in mouse ES cells | hit rate 2% among 350,000 | AID 602393 | reporter increase, % at 12.5 µM | Bmi1-luciferase knock-in reporter, 24 h; 100% = twice the neutral-well signal; in the data active means activation above about 40%;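 further: 0% = median of the plate's neutral control wells and 100% = double that signal; a rise in the Bmi1 reporter signal indicates esBAF inhibition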
# RAD52 anneal inh = RAD52 (human) annealing inhibition; inhibition, % at 18.7 µM; recombinant RAD52 DNA annealing, FRET fluorescence; P43351; hit rate 0.46% among 360,000;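 active means every replicate showing at least 50% inhibition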
# Target sequence (P43351 whole entry, looked up): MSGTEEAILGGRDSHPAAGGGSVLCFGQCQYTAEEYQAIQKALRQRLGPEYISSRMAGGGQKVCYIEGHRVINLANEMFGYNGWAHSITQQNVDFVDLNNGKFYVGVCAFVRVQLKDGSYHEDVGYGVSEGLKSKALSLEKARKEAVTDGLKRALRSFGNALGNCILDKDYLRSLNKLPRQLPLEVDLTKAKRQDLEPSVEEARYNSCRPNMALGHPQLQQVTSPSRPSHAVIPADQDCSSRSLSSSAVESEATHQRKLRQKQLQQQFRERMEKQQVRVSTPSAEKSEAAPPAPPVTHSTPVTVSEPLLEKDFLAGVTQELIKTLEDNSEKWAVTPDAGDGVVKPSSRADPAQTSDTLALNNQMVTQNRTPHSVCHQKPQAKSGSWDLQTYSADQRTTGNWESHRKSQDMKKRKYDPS
# F508del corr = correctors of CFTR F508del function in bronchial epithelial cells; activity (quench increase), % at 7.58 µM; CFBE cells, YFP halide quenching; stimulated with forskolin plus potentiator P3; % fluorescence drop versus neutral controls; hit rate 0.36% among 350,000; AID 720511;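 active means mean added fluorescence quench of at least 8% versus neutral control, with both replicates also reaching 8%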;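 further: cells transiently co-express mutant CFTR-F508del with the halide-sensitive YFP; corrector assay measuring rescue of mutant channel to the surface after 24 h compound exposure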
# Xi reactivation = activators of X-chromosome reactivation in mouse fibroblasts; XiGFP mouse fibroblasts, % GFP-positive cells imaging, 3 d; cells co-treated with 5-aza-dC sensitizer; scaled so ellipticine positive control = 100%; activation, % at 7.58 µM; hit rate 0.055% among 360,000; AID 743238;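 active means mean normalized replicate activation at least 10% and every replicate at or above 10%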;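 further: 0% = median of on-plate neutral control wells and 100% = ellipticine 6 µM median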
#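 material = 68-5-11 XiGFP fibroblast line | medium = DMEM plus 5-aza-dC sensitizer | schedule = 3 days compound exposure | benchmarks = positive control ellipticine, 6 µM final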
# The depositor's hits bear a star; / = not tested or not shown; & = joins results of further samples.
# Sequence of screens: ARNT-TACC3 inh	ERAP1 HTS inh	INS-1E GSIS act	RAD54 inh	esBAF inh	RAD52 anneal inh	F508del corr	Xi reactivation
Cc1cc(C)c(NC(=O)C[N+](C)(C)CC(O)COc2cccc3ccccc23)c(C)c1 (configuration not stated)
  1	-2	23	/	-10	44	3.0	0.0
C[C@@H]1CN([C@@H](C)CO)C(=O)c2cccc(NC(=O)c3ccncc3)c2O[C@H]1CN(C)S(=O)(=O)c1cn(C)cn1
  -6	2	22	-11	2	-6	0.0	0.0
c1ccc2c(c1)OCCOCCOCCOCCOCCOc1ccccc1OCCOCCOCCO2
  -15	-2	-43	/	/	-19	/	0.1
CCOc1ccc(NC(=O)c2cc(=O)[nH]c3ccccc23)cc1
  -2	-1	19	-2	3	2	1.3	0.0
O=C(NCc1ccccc1)C1c2ccccc2Oc2ccccc21
  1	3	10	-2	-1	-2	0.0	0.0
N#Cc1ccc(Nc2nc(NCc3ccccc3)nc3ccsc23)cc1
  /	-2	55	-1	22	-5	-2.1	-0.1
Cc1cc(Br)cc(C)c1OCC(=O)NNC(=O)CCC(=O)NCc1ccccc1
  -4	-1	2	2	-16	-13	-2.8	0.0
CCCN(C)C[C@H]1OCCCC[C@@H](C)Oc2ccc(NS(=O)(=O)c3ccccc3)cc2C(=O)N([C@H](C)CO)C[C@H]1C
  2	-3	5	10	1	48	-2.4	0.1
CC1=C(C(=O)Nc2ccccc2C)C(c2ccccc2)NC(=O)N1 (configuration not stated)
  -10	-2	-3	5	-8	-9	-2.5	0.0
COc1ccc(NC(=O)c2ccc3nc(C)sc3c2)cc1
  -2	0	-2	0	34	-6	0.6	0.1
C/C(=N\NS(=O)(=O)c1ccc([N+](=O)[O-])cc1)c1ccc2c(c1)OCO2
  0	1	-10	-4	-4	-27	-1.3	0.0
CC(CCCC(C)(C)O)NC(=O)c1cc(COc2ccc3ncccc3c2)on1 (configuration not stated)
  0	7	-21	/	/	-7	-1.9	0.4
CCNC(=O)C(=O)N/N=C/c1cc([N+](=O)[O-])ccc1O
  61*	-2	-1	/	/	-8	/	0.0
COc1ccc(C(=O)CCC(=O)Nc2cccc(Cl)c2)cc1
  -4	/	3	4	-1	-43	0.9	0.1
CC(C)Cc1nc2oc3c(Cl)ncnc3c2c2c1CCC2
  -1	3	12	/	/	-16	0.7	/
COc1ccccc1CNC(=O)C1CCC(CNS(=O)(=O)c2ccc(NC(C)=O)cc2)CC1 (configuration not stated)
  -3	1	29	0	-2	0	0.1	0.0
CC1=CC(=O)C=C/C1=C(/c1ccc(O)cc1C)c1ccccc1S(=O)(=O)O
  2	5	-12	14	-2	-24	4.2	0.2
C[C@@H]1CCCCO[C@@H](CN(C)S(C)(=O)=O)[C@@H](C)CN([C@H](C)CO)C(=O)c2cc(N(C)C)ccc2O1
  -2&4	-2&-2&1	4&-2	-10&-6&3	-5&2&-4	-51&-24&-157	1.3&-0.5&1.7	0.2&0.1
CC(=O)Nc1cccc(NC(=O)CSc2ccc(C(F)(F)F)cc2[N+](=O)[O-])c1
  1	/	9	-6	5	/	/	/
CCOC(=O)c1cn(Cc2cccc(Cl)c2)c2cc(C)nn2c1=O
  -20	-2	16	/	/	11	0.4	-0.1
C[C@@H]1CN([C@@H](C)CO)C(=O)Cc2cc(NC(=O)Cn3cnnn3)ccc2O[C@@H]1CN(C)C(=O)Nc1ccc2c(c1)OCO2
  -6	1	2	-4	1	-3	1.0	-0.1
Cc1ccc(S(=O)(=O)N2CCN(C(=O)c3cc(S(=O)(=O)N4CCOCC4)c(Cl)cc3Cl)CC2)cc1
  -44	-3	10	1	3	-9	0.9	-0.1
Cc1cc(N2CCCC2=O)ccc1S(=O)(=O)Nc1c(C)nn(C)c1C
  -6	-2	-27	4	17	0	1.3	-0.1
O=S(=O)(c1ccc(F)cc1)N1CCN(C(=S)NCc2ccccc2)CC1
  -17	2	-20	/	1	2	1.0	0.0
O=C(NNC(=O)c1ccncc1)Nc1ccccc1
  -4	2	6	0	-6	-4	0.6	0.3
Cc1cccc(S(=O)(=O)NC(=O)C2(C)CCN2C(=O)CCc2ccccc2)c1 (configuration not stated)
  /	4	4	-2	0	-7	0.5	-0.1
CCN(C[C@H]1N[C@@](CC)(C(=O)OC)[C@H]2C(=O)N(Cc3ccccc3)C(=O)[C@@H]12)C(=O)c1ccc(C)cc1
  9	-6	-8	-4	-8	-4	-2.5	0.7
CC(=O)Nc1cccc2ccc(O)cc12
  -14	2	/	/	-4	6	-3.0	0.0
O=C(C[C@H]1CC[C@H]2[C@@H](COC[C@H](O)CN2C(=O)Nc2ccc(Cl)cc2)O1)NCC1CCCCC1
  -10	2	-25	-14	20	-5	-0.1	0.2
CC(=O)NC(CC(=O)NNC(=O)C(C)Oc1ccccc1F)c1ccccc1 (configuration not stated)
  /	4	10	/	/	0	1.2	0.0
Cc1cccc(C)c1NC(=O)COC(=O)c1ccc([N+](=O)[O-])o1
  -15	-1	-9	/	/	1	2.4	0.0
CCNC(=O)Nc1ccc2c(c1)C(=O)N(C)[C@@H]1CC[C@@H](CC(=O)NCC3CCCCC3)O[C@H]1CO2
  -2	-7	9	-18	-1	9	-1.4	0.5
O=C(Nc1ccccc1)c1ccc(NC(=O)C2CC2)cc1
  -3	-2	0	4	39	-11	-2.6	0.2
C[C@H](CO)N1C[C@H](C)[C@H](CN(C)C(=O)CCC(F)(F)F)OCCCC[C@H](C)Oc2ccc(NS(C)(=O)=O)cc2C1=O
  /	/	22	/	0	/	-2.4	-0.1
Cc1ccc(NS(=O)(=O)c2cc3c(cc2Br)NC(=O)CO3)cc1C
  /	1	-35	-1	3	-7	1.6	0.1
COc1cc(NC(=O)CCN2CCOCC2)cc(OC)c1
  0	-2	1	1	4	-10	-1.6	0.1
CN(Cc1c(F)cccc1Cl)c1ccc(S(=O)(=O)N2CCOCC2)cn1
  -1	6	-11	8	-7	-12	/	/
CCN1C(=NCCOC)N[C@@H](c2cccs2)C(C(=O)OC)=C1C
  0	0	8	1	8	-5	2.7	0.2
CCCCc1nc2cc(C(=O)N3CCCCC3CCO)ccc2o1 (configuration not stated)
  -1	-5	-26	-4	24	-4	2.3	0.1
CCSc1ncc(Cl)c(C(=O)Nc2ccccc2F)n1
  -9	-2	/	9	-10	-9	3.1	-0.1
O=S(=O)(Nc1cccc(-c2ccc3nncn3n2)c1)c1cccs1
  /	7	1	/	/	-10	/	0.2
COc1ccc(NC(=O)Cc2ccsc2)cc1S(=O)(=O)N1CCCCC1
  10	-3	-24	-9	6	-22	-4.5	0.2
O=C(CCSc1nnc(-c2ccc(O)cc2)o1)N1CCOCC1
  7	0	-9	/	/	-6	2.6	0.1
CSc1ccc(CCNC(=O)CS(=O)(=O)Cc2nc(-c3ccccc3F)oc2C)cc1
  -13	-1	-10	-4	-6	-5	0.4	0.0
C[C@@H]1CN([C@@H](C)CO)C(=O)c2cccc(NC(=O)Nc3ccccc3)c2O[C@@H]1CN(C)C
  -4	2	-5	5	5	7	-3.3	5.0
O=C(Nc1nnc(SCc2ccccn2)s1)C1CC(=O)N(c2ccc(F)cc2)C1 (configuration not stated)
  1	5	0	11	5	-32	-3.4	0.3
Cc1cccc(NC(=O)N2CCCC2C(=O)NCc2ccccc2)c1 (configuration not stated)
  -13	-1	-6	4	3	-1	2.8	-0.1
C[C@@H]1CN([C@H](C)CO)C(=O)Cc2cc(NS(=O)(=O)c3ccc(F)cc3)ccc2O[C@@H]1CN(C)S(=O)(=O)c1ccc(F)cc1
  11	0	-3	-4	-2	-9	-1.8	0.2
COc1ccc(/C(N)=N/OC(=O)COc2ccccc2Cl)cc1
  -2	1	-3	-4	49*	-12	/	0.2
COC(=O)c1csc(S(=O)(=O)N2CCCCC2)c1OC
  20	-3	/	/	13	-7	1.0	0.1

# (list continues)
# Sequence of screens: ARNT-TACC3 inh	ERAP1 HTS inh	INS-1E GSIS act	RAD54 inh	esBAF inh	RAD52 anneal inh	F508del corr	Xi reactivation
COc1ccc(NC(=S)NC(=O)/C=C/c2ccc(F)cc2)cc1
  2	2	0	-26	0	-7	1.0	0.3
C[C@@H]1CN([C@@H](C)CO)S(=O)(=O)c2ccc(-c3cncnc3)cc2O[C@H]1CN(C)Cc1cncnc1
  -7	2	10	10	-11	17	-0.9	-0.9
COc1ccc(CCNC(=O)COC(=O)C2CC2)cc1
  -12	2	7	/	/	-11	-0.4	0.4
CC(=O)NC(NC(=S)Nc1ccc(S(N)(=O)=O)cc1)C(Cl)(Cl)Cl (configuration not stated)
  -3	-101	/	-2	4	-5	1.8	0.0
CC(C)C(NS(=O)(=O)c1ccccc1F)C(=O)N1CCc2ccccc2C1 (configuration not stated)
  -4	0	7	-3	-4	-11	-2.2	0.4
CCCN(c1ccc(C)cc1)c1nc(=O)c2cccnc2s1
  /	4	/	-3	/	-11	-0.3	0.0
COc1ccc(CNC(=O)COC(=O)c2cc(-c3cccs3)nc3ccccc23)cc1OC
  -7	/	12	-5	5	/	/	/
O=C(O)C[C@@H]1C[C@H]2c3cc(NC(=O)C4CCC4)ccc3O[C@H]2[C@H](CO)O1
  -4	2	2	-5	-2	4	1.1	0.3
C=CCNC(=S)Nc1cc(C)ccn1
  2	-1	4	5	1	-11	0.8	0.0
CC=Cc1ccc2n(c1=O)C[C@H]1[C@H](CO)[C@@H](C(=O)N3CCc4ccccc4C3)[C@@H]2N1Cc1ccccc1 (mixture of isomers)
  -5	0	-15	0	1	13	0.3	1.1
O=C(C(=O)N1CCC(CNS(=O)(=O)Cc2ccccc2)CC1)c1cc2ccccc2o1
  /	5	2	/	/	-22	-2.1	0.0
Cc1ccc(-n2ncc3c(NNC(=O)c4ccco4)ncnc32)c(C)c1
  8	-3	-6	0	/	-14	2.3	-0.1
CC(=O)c1nc(N2C(=O)CC(Cc3cccc(C)c3)C2=O)sc1C (configuration not stated)
  -5	3	3	9	-8	-2	/	/
CC(C)C#Cc1cnc2c(c1)C(=O)N([C@@H](C)CO)C[C@@H](C)[C@@H](CN(C)C(=O)Cc1ccncc1)O2
  3	1	-3	3	1	6	-3.0	-0.7
C[C@@H]1CCCCO[C@@H](CN(C)S(=O)(=O)c2cn(C)cn2)[C@H](C)CN([C@@H](C)CO)C(=O)c2cc(NC(=O)c3ccccc3)ccc2O1
  -11	-2	-6	2	7	-6	1.2	0.4
O=C(C1CCC1)N1CCCCN2[C@@H](CO)[C@@H](c3ccc(C#CC4(O)CCCC4)cc3)[C@@H]2C1
  -5	/	9	9	9	/	1.2	0.3
CC(=O)NC(c1ccc(F)c(F)c1)c1nc(-c2ccncc2)cs1 (configuration not stated)
  /	-1	/	13	-1	-13	0.9	0.0
